Source: PubChem (NCI)
Growth percent in the NCI-60 one-dose screen (48 h, 10 µM unless noted): 100 = growth as untreated, 0 = no growth, -100 = all killed.
SK-MEL-28 = SK-MEL-28 melanoma. hit rate 4.1% among 81,000
EKVX = EKVX NSCLC. hit rate 3% among 71,000. AID 1794765
SK-MEL-5 = SK-MEL-5 melanoma | hit rate 6.4% among 80,000 | AID 1794755
M14 = M14 melanoma. hit rate 6.2% among 80,000
HOP-92 = HOP-92 NSCLC cells; hit rate 6.3% among 71,000
HOP-62 = HOP-62 NSCLC; hit rate 3.9% among 80,000; AID 1794735
SK-MEL-2 = SK-MEL-2 melanoma | hit rate 4.7% among 77,000 | AID 1794763
A549/ATCC = A549/ATCC NSCLC; hit rate 3.7% among 81,000
An asterisk follows results filed as active; x = no result given; & = joins results of further samples. Rule for the calls: active = growth percent below 10; inactive = the rest.

SMILES | SK-MEL-28 | EKVX | SK-MEL-5 | M14 | HOP-92 | HOP-62 | SK-MEL-2 | A549/ATCC
CN(C)c1ccc(C(=O)Nc2nc3c(F)c(F)c(F)c(F)c3s2)cc1 | 105 | 65 | 98 | 106 | 75 | 108 | 109 | 99
Cc1ccc(CNC(=O)c2[nH]c3ccccc3c2Cl)cc1 | 113 | 91 | 99 | 115 | 82 | 91 | x | 97
CCN(CC)CCOC(=O)c1ccc(NC(=O)COc2ccc3ccccc3c2)cc1 | 110 | 153 | 96 | 95 | 78 | 100 | 97 | 88
Cc1ccc(NC(=O)CS(=O)(=O)c2nc3ccccc3nc2C)cc1 | 105 | x | 100 | 107 | 102 | 99 | 116 | 98
O=C1N[C@@H]2[C@@H](O)[C@@H](O)[C@H](O)C[C@H]2c2cc3c(c(O)c21)OCCO3 | -16* | -14* | -52* | -46* | -20* | -26* | -49* | -14*
CN1CCN(S(=O)(=O)c2ccc(NC(=O)C(Cl)Cl)cc2)CC1 | 123 | 96 | 100 | 106 | 111 | 104 | 100 | 103
Nc1nc(C(=O)N/N=C/c2ccccc2)nn1-c1ccc(S(N)(=O)=O)cc1 | 106 | 108 | 103 | 95 | 82 | 96 | 112 | 103
O=c1oc2ccc(OS(=O)(=O)c3ccccc3)cc2c2c1CCCCCC2 | 102 | x | 76 | 86 | 56 | 106 | 101 | 87
Nc1ccc2ccccc2c1[N+](=O)[O-] | 125 | 93 | 103 | 125 | 102 | 110 | 100 | 95
COc1cc(-c2nn(C(C)(C)C)cc2-c2ccnc(NCCCNS(=O)(=O)c3ccc(C(F)(F)F)cc3)n2)ccc1F | 99 | 68 | 86 | 97 | 84 | 89 | 96 | 63
Cn1cc(-c2csc(-c3c[nH]c4ccccc34)n2)c2cnccc21 | -51* | 7.9* | 52 | -80* | 73 | 8.9* | 96 | 18
O=c1[nH]c2cc(-c3ccccc3)nn2c2ccccc12 | 90 | 59 | 123 | 103 | x | 95 | 96 | 104
Cc1[nH]c(N)nc(=S)c1Br | 102 | 106 | 95 | 103 | 103 | 102 | 113 | 107
CNC(=O)NCN1C(=O)c2cccc3cccc(c23)C1=O | 110 | 92 | 102 | 88 | 83 | 93 | 96 | 76
Cc1ccc(C2=NN3C(C2)c2ccccc2OC3c2cccnc2)cc1 (stereo unspecified) | 110 | 83 | 95 | 104 | 98 | 95 | 103 | 101
CCCCCCCC(C)(C)OC(=O)c1ccc([N+](=O)[O-])cc1 | 108 | 111 | 100 | 104 | 103 | 94 | 96 | 92
NC(N)=N/N=C/c1ccccc1S(=O)(=O)O | 106 | 98 | 105 | 99 | 85 | 98 | 124 | 106
Cn1cc(-c2csc(-c3c[nH]c4ncccc34)n2)c2cc(Br)cnc21 | 28 | 24 | 36 | 35 | x | -20* | 78 | 5.1*
CCCCCN(CCCCC)CC(=O)O[C@H]1C[C@H]2CC[C@@]1(C)C2(C)C | 107 | 118 | 97 | 96 | 73 | 119 | 92 | 106
O=C(O)CCSC1(SCCC(=O)O)CCCCC1 | 104 | x | 101 | 95 | 79 | 94 | 98 | 96

By substructure, the compounds so far containing fluorine
SMILES | SK-MEL-28 | EKVX | SK-MEL-5 | M14 | HOP-92 | HOP-62 | SK-MEL-2 | A549/ATCC
CN(C)c1ccc(C(=O)Nc2nc3c(F)c(F)c(F)c(F)c3s2)cc1 | 105 | 65 | 98 | 106 | 75 | 108 | 109 | 99
COc1cc(-c2nn(C(C)(C)C)cc2-c2ccnc(NCCCNS(=O)(=O)c3ccc(C(F)(F)F)cc3)n2)ccc1F | 99 | 68 | 86 | 97 | 84 | 89 | 96 | 63

Next structures follow:
SMILES | SK-MEL-28 | EKVX | SK-MEL-5 | M14 | HOP-92 | HOP-62 | SK-MEL-2 | A549/ATCC
CC(C)N(C(=S)S)C(C)C | 115&104 | 103 | 97 | 94&99 | 92&85 | 96&98 | 107&114 | 103&106
CCCCNC(=O)NS(=O)(=O)c1ccc(N2N=C(c3ccc(C(C)(C)C)cc3)CCC2=O)cc1 | 104 | x | x | 98 | 92 | 100 | 111 | 96
Cn1cc(CCc2ccncc2)c2ccccc21 | 97 | 85 | 97 | 99 | 89 | 86 | 88 | 94
ClC1(Cl)CC2CC1C1C3CC(C4OC34)C21 (stereo unspecified) | 101 | x | 99 | 98 | 92 | 106 | 111 | 96
O=C(Cn1nncc1CN1C(=O)CSC1=O)Nc1ccc(Br)cc1 | 106 | 99 | 103 | 102 | 99 | 102 | 107 | 104
COc1ccc(Cn2cc3c(c2-c2cc(OC)c(OC)c(OC)c2)CCc2c(CO)noc2-3)cc1 | 54 | 46 | 5.0* | 8.0* | 57 | 35 | 49 | 32
CC1=C(C(=O)n2c3ccccc3c3ccccc32)C(c2ccc(O)cc2)C(C(=O)n2c3ccccc3c3ccccc32)=C(C)N1 | 113 | 103 | 95 | 105 | 89 | 102 | 106 | 98
Cc1ccc(-n2cnc3c(NC(=O)Nc4ccccc4)ncnc32)c(-n2nc(C)cc2C)c1 | 105 | 96 | 91 | 98 | 88 | 105 | 103 | 100
CCCn1nc(C(=O)N2CCCCC2)c2c1CCC(N(C)Cc1ccc(F)cc1)C2 (stereo unspecified) | 113 | 106 | 99 | 105 | 111 | 110 | 103 | 111
CN(C)CCCC1(c2ccc(F)cc2)OCc2cc(-c3csc4ccccc34)ccc21 (stereo unspecified) | -84* | 55 | -46* | -57* | 26 | 39 | 63 | 24
NC(=Nc1ccccc1)SCCSC(N)=Nc1ccccc1 | 107 | 108 | 98 | 100 | x | 93 | 116 | 88
Cc1c(C(=O)NNC(=O)c2ccc(Cl)cc2)nnn1-c1ccc(F)cc1 | 98 | 99 | 99 | 90 | 80 | 92 | 99 | 98
CC(=O)O[C@@H]1CCN2C(=O)Nc3ccccc3[C@@H]2C1 | x | 106 | 105 | 97 | 101 | 108 | 100 | 102
CC1=COC(C)(C2NC(C)(C)CC(C)O2)CC1 (stereo unspecified) | 105 | 101 | 111 | 108 | x | 103 | 112 | 102
CC(=O)OCC1OC(OC(C)=O)C(Cn2cc(COc3ccc4c(c3)NC(=O)CC4)nn2)C(OC(C)=O)C1OC(C)=O (stereo unspecified) | 102 | 111 | 101 | 115 | 104 | 121 | 107 | 104
CCC(O)(c1ccccc1)c1ccccc1 | 97 | 102 | 94 | 102 | 80 | 109 | 107 | 94
C=C(C)[C@@H]1CCC=C2CC[C@]3(C)[C@H](CC[C@@H]4[C@@]5(C)Cc6c(n(CC#CCN7CCN(C)CC7)c7ccccc67)C(C)(C)[C@@H]5CC[C@]43C)[C@H]21 | 108 | 103 | 100 | 104 | 100 | 105 | 114 | 104
COc1ccc(C(=O)Nn2c(N)cc3cc(Br)ccc3c2=O)cc1 | 109 | 102 | 103 | 102 | 115 | 113 | 104 | 110
COC(=O)c1nc(-c2ccccc2)oc1S(=O)(=O)N1CCN(c2ccc(OC)cc2)CC1 | 88 | 88 | 91 | 54 | 60 | 95 | 106 | 96
CCOC(=O)CC(=O)NC(C)(C)CCCCC(C)(C)NC(=O)CC(=O)OCC | 99 | 120 | 106 | 96 | 89 | 99 | 108 | 98
Cc1cc(=O)n(C)c(SCC(=O)Nc2ccc(Br)cc2)n1 | 96 | 80 | 91 | 103 | 86 | 97 | 71 | 72
COc1cc2c(cc1OC)-c1ccc3cc4c(cc3c1N(CCN1CCCC1)C2)OCO4 | 77 | 36 | 26 | 17 | 23 | -18* | 58 | 5.8*
NC(=O)c1cccc(-n2ccc3cc(NC(=O)Nc4ccc(Cl)c(C(F)(F)F)c4)ccc32)n1 | 79 | 58 | 78 | 79 | 98 | 87 | 97 | 68
C=C1C(=O)O[C@H]2[C@H]1CC/C(COC(=O)NCC(C)c1ccc(CC(C)C)cc1)=C\CC[C@@]1(C)O[C@@H]21 (stereo partly specified) | -67* | -6.2* | 17 | -30* | -33* | 82 | -45* | 73
CC(=O)C1=C(O)/C(=C\c2ccccc2)OC1=O | 108 | x | 111 | 105 | x | 107 | 123 | 103
CCCC1(C=O)NC(=O)N(C)C1=O (stereo unspecified) | 109 | 105 | 104 | 103 | 109 | 108 | 111 | 94
CN(C)CCOc1ccc(Nc2cc(NCc3ccco3)ncn2)cc1 | 111 | 107 | 88 | 102 | 106 | 95 | 112 | 92
Cc1ccc(C(=O)C/C(=C/c2ccc(-c3ccc(Cl)cc3)o2)C(=O)NCc2ccc(F)cc2)cc1 | 105 | x | 78 | 83 | 74 | 99 | 100 | 61
CCCCOC(=O)CCC(Br)(Br)Br | 104 | 119 | 97 | 105 | 88 | x | 118 | 104
CC(=O)N1C(=O)C2C3C=CC(C3)C2C(=O)N1C(C)=O (stereo unspecified) | 120 | 87 | 114 | 104 | 80 | 102 | 97 | 96

Entries of single compounds from above:
`CCCC1(C=O)NC(=O)N(C)C1=O` (stereo unspecified) across the screens: SK-MEL-28: 109; EKVX: 105; SK-MEL-5: 104; M14: 103; HOP-92: 109; HOP-62: 108; SK-MEL-2: 111; A549/ATCC: 94
`CC(=O)N1C(=O)C2C3C=CC(C3)C2C(=O)N1C(C)=O` (stereo unspecified) across the screens: SK-MEL-28: 120; EKVX: 87; SK-MEL-5: 114; M14: 104; HOP-92: 80; HOP-62: 102; SK-MEL-2: 97; A549/ATCC: 96

(next part)
SMILES | SK-MEL-28 | EKVX | SK-MEL-5 | M14 | HOP-92 | HOP-62 | SK-MEL-2 | A549/ATCC
CCO/C=C1\SC(=S)N(c2ccc(O)cc2)C1=O | 97 | 109 | 108 | 94 | 128 | 111 | 113 | 95
CC1(C)CC[C@]2(C=O)CC[C@]3(C)C(=CC[C@@H]4[C@@]5(C)CCC(=O)C(C)(C)[C@@H]5CC[C@]43C)[C@@H]2C1 | 101 | 76 | 95 | 103 | 90 | 94 | 112 | 57
Oc1ccc2ccccc2c1CNc1ccc2ccccc2c1 | 110 | 89 | 103 | 89 | 68 | 92 | 120 | 94
c1ccc2c(c1)ncn2-c1ccnc(NC2CCOC2)n1 (stereo unspecified) | 102 | 43 | 106 | 105 | 100 | 83 | 107 | 96
CC(=O)c1cc([N+](=O)[O-])c(O)c([N+](=O)[O-])c1O | 110 | 103 | 100 | 108 | 92 | 102 | 95 | 89
CCOC(=O)c1nn(-c2ccc(C)cc2)c(=O)c2c(N)c(C#N)c(-c3ccccc3)cc12 | 102 | 86 | 100 | 106 | 117 | 89 | 95 | 106
COc1ccc(S(=O)(=O)n2cc(C(=O)C(=O)Nc3ccncc3)c3ccccc32)cc1 | 94 | 46 | 63 | 98 | x | 82 | 82 | 77
COc1cccc(CNC(=O)c2nc(-c3cc(OC)c(OC)c(OC)c3)n(-c3ccc(OC)c(OC)c3)n2)c1 | 111 | 91 | 97 | 88 | 59 | 73 | 84 | 78
CCCCOc1ccc(SCCCN2CCOCC2)cc1 | 113 | 107 | 96 | 111 | x | 102 | 102 | 101
CC/C(=C(\CC)c1ccc(O)c(CN(CC)CC)c1)c1ccc(O)c(CN(CC)CC)c1 | 97 | 78 | 91 | 93 | x | 88 | 86 | 99
NNc1cc2c(nn1)CCN(C(=O)c1ccccc1)C2 | 103 | x | 101 | 110 | 107 | 112 | 115 | 99
CC1(c2ccc(O)cc2)N=C(N)Nc2nc3ccccc3n21 (stereo unspecified) | 115 | 108 | 92 | x | 60 | 91 | 114 | 102
O=Nc1c2cc3ccccc3[nH]c-2c2ccccc12 | 107 | 84 | 84 | 75 | 85 | 95 | 56 | 77

In the list so far, these contain an aryl thioether with sulfur outside any ring:
SMILES | SK-MEL-28 | EKVX | SK-MEL-5 | M14 | HOP-92 | HOP-62 | SK-MEL-2 | A549/ATCC
Cc1cc(=O)n(C)c(SCC(=O)Nc2ccc(Br)cc2)n1 | 96 | 80 | 91 | 103 | 86 | 97 | 71 | 72
CCCCOc1ccc(SCCCN2CCOCC2)cc1 | 113 | 107 | 96 | 111 | x | 102 | 102 | 101
